TPT1 inhibitor: Candida albicans TPT1 enzyme inhibitors, primary screen, biochemical, fluorescence polarization | 300,000 compounds, 0.81% hits | inhibition, % at 5 µM | recombinant caTPT1, FP RNA substrate dephosphorylation;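 active means inhibition above the mean of all tested compounds plus 3 SD, set per screening campaign, cut at about 24% in these data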;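 further: plate controls were DMSO alone for no effect and ferristatin control at 100 nM for full effect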
PREPL inhibitor: PREPL enzyme inhibitors, primary screen, biochemical, fluorescence polarization; Prolyl endopeptidase-like (Homo sapiens), Q4J6C6; recombinant PREPL, fluorescence polarization activity-based probe; inhibition, % at 5.96 µM; 320,000 compounds, 0.68% hits; in the data active means inhibition above about 43%;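 further: 0% = enzyme with DMSO and 100% = wells lacking enzyme; many of its hits are not listed in these tables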
Target sequence (Q4J6C6 whole entry, looked up): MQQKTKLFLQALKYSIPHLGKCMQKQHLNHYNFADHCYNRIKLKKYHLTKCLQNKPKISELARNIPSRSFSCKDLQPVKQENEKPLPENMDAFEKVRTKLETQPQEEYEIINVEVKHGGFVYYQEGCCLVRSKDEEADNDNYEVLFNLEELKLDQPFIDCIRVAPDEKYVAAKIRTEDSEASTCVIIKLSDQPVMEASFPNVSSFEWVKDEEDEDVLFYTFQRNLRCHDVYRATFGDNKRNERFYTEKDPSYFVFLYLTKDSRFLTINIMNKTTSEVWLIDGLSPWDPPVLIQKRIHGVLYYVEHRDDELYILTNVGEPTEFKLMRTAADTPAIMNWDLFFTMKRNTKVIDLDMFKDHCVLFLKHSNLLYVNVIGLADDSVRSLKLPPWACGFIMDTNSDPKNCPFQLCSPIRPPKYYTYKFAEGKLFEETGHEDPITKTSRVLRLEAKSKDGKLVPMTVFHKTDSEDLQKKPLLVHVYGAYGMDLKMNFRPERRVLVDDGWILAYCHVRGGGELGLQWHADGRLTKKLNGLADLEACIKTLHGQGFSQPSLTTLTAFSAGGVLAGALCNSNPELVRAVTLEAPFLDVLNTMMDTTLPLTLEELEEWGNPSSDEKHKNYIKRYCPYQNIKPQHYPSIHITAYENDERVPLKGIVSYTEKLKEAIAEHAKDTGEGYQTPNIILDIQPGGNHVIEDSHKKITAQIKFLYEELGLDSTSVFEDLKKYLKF
EBNA-1 inh: EBNA-1 DNA-binding inhibitors, primary screen, biochemical, fluorescence polarization. AID 1950, 2009. 300,000 compounds, 0.34% hits. inhibition, % at 14.8 µM; in the data active means inhibition above about 28%
HCV core dimer: inhibitors of HCV core protein dimerization, primary screen, biochemical, TR-FRET, high-throughput. AID 1899, 2009. inhibition, % at 5 µM. TR-FRET GST/Flag-core106 dimerization, 1536-well. 300,000 compounds, 0.33% hits;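 active means inhibition above the mean of all tested compounds plus 3 SD, set per screening campaign, cut at about 45% in these data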
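Material: Tagged HCV core106 pair (GST and Flag) | Amount: GST-core106 13.5 nM, Flag-core106 17 nM | Medium: KF-containing HEPES buffer, pH 7.45, DTT, CHAPS, BSA | Reagent: Eu donor and XL665 acceptor anti-tag antibodies | Schedule: 4 h at 22.5 °C | Technique: Time-resolved FRET, ex 340 nm, em 617 and 671 nm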
PP5 inh: PP5 phosphatase inhibitors, primary screen, biochemical, fluorescence | purified PP5c, OMFP substrate fluorescence | inhibition, % at 6.7 µM | 320,000 compounds, 0.18% hits;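 active means inhibition above the campaign's mean inhibition across all tested compounds plus 3 SD, cut at about 9.5% in these data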;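 further: 0% = DMSO only and 100% = 100 µM cantharidin control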
PP1 inh: PP1-alpha phosphatase inhibitors, primary screen, counter-screen for PP5 inhibitor project, biochemical, fluorescence, OMFP substrate, single point. purified PP1alpha. Serine/threonine-protein phosphatase PP1-alpha catalytic subunit (Homo sapiens), P62136. inhibition, % at 6.7 µM. 320,000 compounds, 0.9% hits. AID 2235, 2010;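 active means inhibition above the mean inhibition of all tested compounds plus 3 SD, computed separately for each screening campaign, cut at about 15% in these data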
Target sequence (P62136 whole entry, looked up): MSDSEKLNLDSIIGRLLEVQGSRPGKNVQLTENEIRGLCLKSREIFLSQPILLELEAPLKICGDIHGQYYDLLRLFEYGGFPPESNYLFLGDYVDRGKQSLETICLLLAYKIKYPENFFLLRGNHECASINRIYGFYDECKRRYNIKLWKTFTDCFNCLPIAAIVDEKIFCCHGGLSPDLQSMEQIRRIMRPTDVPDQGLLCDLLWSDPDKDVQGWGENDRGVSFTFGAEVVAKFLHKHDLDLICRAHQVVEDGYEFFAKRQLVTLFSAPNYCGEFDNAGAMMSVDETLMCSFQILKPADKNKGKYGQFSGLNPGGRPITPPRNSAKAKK
Efflux pump inh: inhibitors of Candida efflux pumps in yeast, primary screen, S. cerevisiae, Nile Red, multiplex; inhibition, % at 10 µM; AID 485275, 2010; 330,000 compounds, 0.44% hits; S. cerevisiae Candida pump triplex;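 active means plate passing quality check with inhibition over a set limit, or well fluorescence over plate mean plus 4 SD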;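 further: Nile Red retained in pooled yeast measured as flow cytometry median fluorescence; 0% = buffer negative control and 100% = Enniatin B positive control; higher means more Nile Red kept so more efflux inhibition; some compounds called inactive have numbers as strong as hits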
CTSL1 counter: Fasciola hepatica cathepsin L1 inhibitors, primary screen, counter-screen for PFM18AAP inhibitor project, biochemical, QFRET, fluorogenic peptide substrate. recombinant F. hepatica cathepsin L1, Z-Leu-Arg-MCA fluorescence. inhibition, % at 5.96 µM. 300,000 compounds, 0.49% hits;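 active means inhibition above the mean of all tested compounds plus 3 SD, set per screening campaign, cut at about 17% in these data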;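 further: 0% = plate median of test compound wells and 100% = 1 µM Z-Phe-Ala-diazomethylketone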
ZTA counter: ZTA (EBV) inhibition in EBNA-1 counter-screen; ZTA-DNA binding, fluorescence polarization; P03206; inhibition, % at 11 µM; 320,000 compounds, 0.15% hits; in the data active means inhibition above about 33%
* = called active by the depositor; . = not tested or not shown. These rows are one share of the data; rates above refer to the full screens.

Under each structure – PP1 inh, ZTA counter, EBNA-1 inh, PP5 inh, PREPL inhibitor, Efflux pump inh, CTSL1 counter, HCV core dimer, TPT1 inhibitor
- CCCC1(CCC)NC(=O)N(CC(=O)Nc2ccccc2OC)C1=O
    -4, -11, -14, -4.8, 10, -0.1, 6, -7, 1
- Cc1nn(-c2ccccc2)c2sc(C(=O)N3CCCCC3)cc12
    0, 10, 5, 1.9, 0, 0.0, 0, 8, -3
- CCOC(=O)N1CCc2c(sc(NC(=O)C3=COCCO3)c2C(N)=O)C1
    0, 0, 20, 1.7, 11, 0.1, 7, 7, -1
- Cc1ccc(S(=O)(=O)N(C)C)cc1-n1c(SCC(=O)N(C)C)nc2ccccc2c1=O
    -3, -16, -16, -1.4, -14, 0.0, -2, -1, 1
- Cc1ccc(S(=O)(=O)N2CCN(C(=O)c3cccs3)CC2)cc1C
    0, 5, 12, -0.7, -4, 0.0, -11, 0, -2
- C=CCn1c(Cc2cccs2)nnc1SC/C=C/c1ccccc1
    0, -2, 3, -0.2, 1, 0.5, 0, 9, 6
- CC(=O)c1ccc2c(c1)CC(C)C(=O)N2C (centres undefined)
    -6, 0, 3, 2.3, -4, 0.2, -2, -8, -3
- COc1ccc(CN(C(=O)c2snc(C(N)=O)c2N)C(C)C(=O)NCc2ccc(F)cc2)cc1 (centres undefined)
    -3, -1, -11, -6.4, 4, -0.6, 14, -19, -3
- COc1ccc(OC)c(NC(=O)CN2CCC(NC(=O)c3ccccc3C)CC2)c1
    1, -6, 3, 0.4, 6, -0.1, 7, -21, 0
- O=C(O)c1ccc(N/N=C/c2ccc(C(F)(F)F)cc2)cc1
    1, -21, -2, 3.1, 1, -0.1, 6, -10, 1
- O=c1cc(-c2ccccc2Cl)oc2c([N+](=O)[O-])c(O)cc(O)c12
    2, 5, 15, -1.9, -8, -0.1, 5, 19, -3
- CC1OC(Oc2ccc3ccc(=O)oc3c2-c2c(O)ccc3cc(Oc4ccc5ccc(=O)oc5c4)c(=O)oc23)C(O)C(O)C1O (centres undefined)
    -1, -20, 1, 3.2, -4, -0.1, 3, -7, 2
- CCOC(=O)c1nn(-c2ccccc2)c(=O)c2c(N)scc12
    4, 12, -4, 4.5, 6, 0.0, 2, -30, 0
- COc1cccc(NC(=O)c2ccc3c(c2)N(C)CCS3)c1
    0, 7, 2, 1.0, 1, -0.2, 3, -27, -3
- Cc1ccc(C(=O)NCCc2nnc3ccc(SCC(=O)Nc4ccc(C)cc4C)nn23)cc1
    3, -2, -15, 2.2, 5, 0.1, 1, -2, -1
- CCN1C(=O)c2ccc(C(=O)O)cc2C1=O
    1, 9, 0, 2.7, -6, 0.0, -2, -4, -8
- O=C(NCc1ccccc1)C1C(=O)N(Cc2ccccc2)C(=O)C1C1(O)CCCC1 (centres undefined)
    2, -6, 4, 0.9, -13, 0.1, 7, 4, -3
- CC(O)C(NC=C1C(=O)OC(C)(C)OC1=O)C(=O)O (centres undefined)
    -3, -11, -2, -0.5, 4, 0.0, 1, -5, -7
- O=[N+]([O-])c1cc2c(cc1CN1CCN(c3ccc(F)cc3)CC1)OCO2
    -2, 6, 0, 3.3, 3, -0.1, 0, 14, 0
- COc1ccc(-c2cn(-c3ccc(C)cc3C)c(=S)[nH]2)cc1OC
    -1, 8, -1, 0.3, -6, 0.1, -1, 20, -6
- CCOC(=O)C1CCN(CCCSc2ccccc2)CC1
    4, 13, 1, -0.7, 9, 0.0, -10, 3, 0
- N#C/C(=C\Nc1ccc(Cl)cn1)S(=O)(=O)c1ccccn1
    -3, 1, 0, -0.6, 0, -0.1, 6, 0, 0
- O=C1NC[C@H](c2ccccc2)N(CCC23CC4CC(CC(C4)C2)C3)C1=O
    5, -2, 3, 0.2, -1, 0.0, -2, 12, 0
- CC(C)CN(C#N)c1nc(N2CCOCC2)nc(N2CCOCC2)n1
    -2, -2, 5, -2.9, 0, 0.2, -1, 2, -1
- S=c1[nH]nc(-c2cccs2)n1/N=C/c1c(Cl)cccc1Cl
    3, -11, -3, -0.2, 9, -0.1, 4, 5, -5
- COC(=O)c1c(NC(=O)c2nn(C)cc2Cl)sc2c1CCCC2
    0, -9, -7, 1.0, 2, 0.3, 3, 2, 1
- COC(=O)[C@H](C)NC(=O)NCc1ccccc1
    -5, 14, 10, 0.4, -9, 0.0, -2, -2, -4
- O/N=C/c1ccccc1OCc1ccccc1F
    7, -32, -6, -0.5, -30, -0.1, 1, -13, -7
- Cc1ccc(N2C(=O)CC(NNc3nc4ccccc4s3)C2=O)cc1 (centres undefined)
    -2, -1, -14, 1.0, 2, -0.1, -3, -4, -2
- O=C(Cn1nnc2c(cnn2-c2ccccc2)c1=O)N1CCN(c2ccccc2F)CC1
    -1, -4, -11, -5.9, 18, 0.1, -1, 11, -4
- CC1SCC(NC(=O)c2ccccc2Cl)CS1 (centres undefined)
    -6, 1, 2, -2.2, -4, 0.0, 12, 2, -2
- c1ccc(C2=NNC(=NCc3ccc4c(c3)OCO4)SC2)cc1
    3, -14, -4, -1.5, -6, -0.5, 1, -4, 3
- CCc1ccc(NC(=O)c2ccc(F)c(S(=O)(=O)NCC3COc4ccccc4O3)c2)cc1 (centres undefined)
    5, 5, -2, 7.0, -7, 0.9, -3, 7, -1
- O=C(COc1ccc2ccc(=O)oc2c1)Nc1cccnc1
    -6, -1, 5, -0.3, 4, 0.2, 2, 1, 0
- O=C(NC1CCCCC1)N1CCCCCC1
    -1, 11, 6, -0.7, -1, 0.1, -3, 2, 0
- COc1ccc(Nc2nc(-c3ccccc3)nc3ccccc23)cc1S(=O)(=O)N1CCOCC1
    -2, 11, -8, 5.4, 11, 0.0, 2, 15, 0
- Cc1ccc(NC(=O)c2csnn2)c(C)c1
    -2, 1, 8, 1.4, 1, -0.1, -2, 1, -4
- CCN(CC(=O)Nc1ccccc1Br)C1CCCCC1
    -2, 9, 6, 0.8, 0, -0.1, 0, 1, -2
- CS(=O)(=O)c1nc(S(=O)(=O)c2ccc(Cl)cc2)c(N2CCC(C(N)=O)CC2)s1
    -4, 6, -13, -2.1, 5, 0.0, -5, -2, -2
- Cc1cc(C(=O)CSc2ncn[nH]2)c(C)n1-c1cccc(S(=O)(=O)N2CCOCC2)c1
    -1, -2, -4, 0.5, 11, 0.1, 0, 14, 1
- COc1ccc(OC)c(NC(=O)Nc2cc(NC(=O)Nc3cc(OC)ccc3OC)c(C)nc2C)c1
    13, 21, 4, -1.8, 3, -4.2, 0, 4, 0
- CCC(=O)N1CCN(c2nc(CC)nc3sc4c(c23)CCCC4)CC1
    2, 0, 16, 2.6, 0, 0.2, 2, 2, -1
- O=[N+]([O-])c1nn(-c2ccc3c(c2)OCCO3)n(O)c1=NCCC1=CCCCC1
    0, 1, 0, 3.3, 11, -0.4, 2, -2, 1
- CSCCOC(=O)COc1ccc(/C=N/NC(=O)c2nn(C)cc2Cl)cc1
    2, 4, 2, -0.2, -3, 0.2, 4, -8, -1
- CC(=O)c1cccc(CN2CCN(C3CCCCC3)C(CCO)C2)c1 (centres undefined)
    -4, -5, 0, 0.5, 14, -0.1, 1, -5, -1
- COC1CCCN(C(=O)c2cccc(OC3CCN(S(C)(=O)=O)CC3)c2)C1 (centres undefined)
    -2, 2, -2, -2.5, 6, 0.6, 1, -3, -2
- Cc1occc1C(=O)NCc1ccc2c(c1)OCO2
    -2, 1, 3, 1.4, 1, -0.3, 2, -10, -4
- Nc1c(C(=O)O)sc2nc(-c3ccccc3)cc(-c3ccc(F)cc3)c12
    6, -6, 1, 0.0, 4, 0.1, 0, 33, 29*
- O=C(CN1C(=O)NC2(CCOc3ccccc32)C1=O)NCc1ccc(F)cc1 (centres undefined)
    -6, 4, ., -1.2, 1, -0.1, ., ., .
- O=C(COc1ccccc1Cl)NCc1ccccc1
    4, -10, -5, 2.5, -6, -0.1, 0, 0, 2
- O=C(c1ccccc1)c1cccn1CC(=O)N1CCCCCC1
    -5, 5, -1, 0.4, -11, 0.0, -3, -3, 4
- COc1ccccc1C(=O)C1CCCN(C(=O)c2cccnc2SC)C1 (centres undefined)
    -2, 16, 1, 1.2, 1, 0.1, -1, 10, -2
- O=[N+]([O-])c1cc([N+](=O)[O-])c(Oc2c(F)cc(F)cc2F)cc1NN1CCCCC1
    10, 4, 7, -2.2, 8, 0.0, 0, -4, 0
- COc1ccccc1C(=O)NCC(=O)OC(C)C(=O)N(C)C1CCCCC1 (centres undefined)
    -6, 7, ., 1.0, 5, -0.2, ., ., .
- Cc1cc(Cl)c(S(=O)(=O)N2CC(C)OC(C)C2)cc1OCC(N)=O (centres undefined)
    -1, 6, 7, -0.9, -1, 0.0, 1, 5, -2
- Cc1noc(C)c1S(=O)(=O)NCCN1CCN(c2ccccc2)CC1
    3, -2, 0, -0.5, 13, -0.2, 5, -16, -4
- CC(C)C(NC(=O)Cc1ccccc1)C(=O)N1CCN(c2cccc(Cl)c2)CC1 (centres undefined)
    -1, -12, ., 3.3, 26, 0.4, ., ., .
- O=C(Nc1cc(Cl)ccc1O)c1snnc1-c1ccccc1
    4, -7, -5, 3.3, 1, -0.1, 2, -4, -1
- CCCn1c(SCC(=O)Nc2cc(Cl)ccc2OC)nc(O)cc1=O
    2, 0, ., 2.1, -2, -0.3, ., ., .
- CN(C)S(=O)(=O)Nc1ccccc1F
    2, 6, 2, -2.0, -5, 0.1, 1, 2, -3
- O=C(NN1CCOCC1)c1cc(-c2ccc(Cl)c(Cl)c2)nc2ccccc12
    0, 0, -12, 1.5, -14, 0.2, -3, -4, 1

Ordered by formula weight (rising): nine of the compounds above.
Under each structure – PP1 inh, ZTA counter, EBNA-1 inh, PP5 inh, PREPL inhibitor, Efflux pump inh, CTSL1 counter, HCV core dimer, TPT1 inhibitor
- CN(C)S(=O)(=O)Nc1ccccc1F
    2, 6, 2, -2.0, -5, 0.1, 1, 2, -3
- Cc1occc1C(=O)NCc1ccc2c(c1)OCO2
    -2, 1, 3, 1.4, 1, -0.3, 2, -10, -4
- O=c1cc(-c2ccccc2Cl)oc2c([N+](=O)[O-])c(O)cc(O)c12
    2, 5, 15, -1.9, -8, -0.1, 5, 19, -3
- CCC(=O)N1CCN(c2nc(CC)nc3sc4c(c23)CCCC4)CC1
    2, 0, 16, 2.6, 0, 0.2, 2, 2, -1
- COc1ccccc1C(=O)C1CCCN(C(=O)c2cccnc2SC)C1 (centres undefined)
    -2, 16, 1, 1.2, 1, 0.1, -1, 10, -2
- O=C(Cn1nnc2c(cnn2-c2ccccc2)c1=O)N1CCN(c2ccccc2F)CC1
    -1, -4, -11, -5.9, 18, 0.1, -1, 11, -4
- CS(=O)(=O)c1nc(S(=O)(=O)c2ccc(Cl)cc2)c(N2CCC(C(N)=O)CC2)s1
    -4, 6, -13, -2.1, 5, 0.0, -5, -2, -2
- COc1ccc(CN(C(=O)c2snc(C(N)=O)c2N)C(C)C(=O)NCc2ccc(F)cc2)cc1 (centres undefined)
    -3, -1, -11, -6.4, 4, -0.6, 14, -19, -3
- COc1ccc(OC)c(NC(=O)Nc2cc(NC(=O)Nc3cc(OC)ccc3OC)c(C)nc2C)c1
    13, 21, 4, -1.8, 3, -4.2, 0, 4, 0

Assay outcomes: PubChem BioAssay, several laboratories
